Screens: PubChem BioAssay, several laboratories
GlmU inhibition = inhibition of mycobacterial GlmU enzyme – biochemical, glucosamine-1-phosphate acetyltransferase (AID 1376); M. tuberculosis GlmU acetyltransferase enzyme assay; higher % means a stronger effect; inhibition, %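 (tested at 30 µM in the primary screen)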, or IC50 in µM where a hit was titrated; actives 0.25% (n = 220,000); in the data active means inhibition above about 13%;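 further: 0% = complete reaction with vehicle and 100% = reaction without substrate; strong numbers were not always called active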
RmlCD inh 1536 = M. tuberculosis RmlC/RmlD inhibition; AID 1533; inhibition, % at 3.6 µM; actives 0.03% (n = 160,000); RmlC+RmlD coupled enzyme assay, percent inhibition; primary screen in compound mixtures; in the data active means inhibition mostly above about 34%, no sharp cut-off; further: some results filed as inactive read as strong as hits
Target sequence (P9WH09 whole entry, looked up): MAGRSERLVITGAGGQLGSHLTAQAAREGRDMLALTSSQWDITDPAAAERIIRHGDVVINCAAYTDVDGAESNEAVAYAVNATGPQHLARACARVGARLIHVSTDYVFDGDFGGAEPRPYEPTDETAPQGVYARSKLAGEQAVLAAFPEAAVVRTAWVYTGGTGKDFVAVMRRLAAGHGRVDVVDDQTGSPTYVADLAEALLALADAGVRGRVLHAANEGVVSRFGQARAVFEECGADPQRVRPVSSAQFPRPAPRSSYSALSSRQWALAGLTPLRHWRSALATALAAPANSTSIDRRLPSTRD
Target sequence (P9WH11 whole entry, looked up): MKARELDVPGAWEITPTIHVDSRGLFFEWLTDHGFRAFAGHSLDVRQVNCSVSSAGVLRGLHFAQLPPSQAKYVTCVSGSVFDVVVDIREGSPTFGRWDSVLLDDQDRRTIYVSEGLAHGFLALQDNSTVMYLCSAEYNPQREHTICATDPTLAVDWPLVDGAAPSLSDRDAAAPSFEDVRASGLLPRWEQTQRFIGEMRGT
* = called active by the depositor; . = not tested or not shown; & = joins results of further samples.

mol	GlmU inhibition	RmlCD inh 1536
CC(=O)OC1OCCOC1NC(=S)Nc1cccc(C(F)(F)F)c1 (stereo not drawn)	1.3%	5.2
CC(Nc1nc(-c2ccc(F)cc2)cs1)c1nc2cc(C(F)(F)F)ccc2n1CCOCCO (stereo not drawn)	1.4%	.
Cc1ccc(N(C)C(=O)N2CCN(S(=O)(=O)c3c(C)cc(C)cc3C)CC2)cc1	3.7%	-5.5
Cc1cc(C)c(O)c(-c2cc(C(=O)Nc3c(C)n(C)n(-c4ccccc4)c3=O)[nH]n2)c1	4.7%	14.2
Cc1ccc(-c2c[n+](CC(=O)Nc3c(C)cccc3C)c3n2CCC3)cc1	2.2%	-11.8
CC(C)(C)NC(=O)CSc1nnc(C2CC2)n1-c1ccccc1	-2.4%	.
O=c1c2cc(NC(=S)NC3CC3)ccc2nc2n1CCCCC2	-1.1%	-8.2
CCNc1nc(Sc2ccc(C)cc2)cc(C(F)(F)F)n1	-3.6%	12.9
CN(C)N=Nc1ccc(S(N)(=O)=O)cc1	0.9%	12.4
Cc1ccc(CNc2nc3ccc(C)cc3n3cnnc23)cc1	0.8%	-1.5
Clc1nn2cnnc2c2ccccc12	0.5%	5.8
COCCn1c(SCC(=O)NCc2ccc3c(c2)OCO3)nc2ccccc2c1=O	-6.5%	-1.9
CCOc1ccc(-n2c(O)c(/C=N/Nc3nc(C)cc(C)n3)c3ccccc3c2=O)cc1	-1.5%	-6.0
CCn1c(CNc2ccc(F)cc2)nnc1SCCN1CCCCC1	0.0%	6.2
O=C(NCCCn1ccnc1)c1cc2ccccc2oc1=O	2.2%	-13.9
O=C(Nc1ccc(-c2nnco2)cc1)c1ccccc1	0.8%	.
CC(=O)Nc1ccc(N=Cc2c(O)c(C(=O)Nc3ccccc3)cc3ccccc23)cc1	4.5%	-5.4
Cn1c(=O)cc(SCC(=O)NCCN2CCN(c3ccccc3F)CC2)c2cc(Cl)ccc21	1.2%&3.2%	5.3
COc1ccc(OCc2nn3c(Cn4cnc5ccccc54)nnc3s2)cc1	1.6%	-2.6
O=C(CCc1nnc(Cc2c[nH]c3ccccc23)o1)NC1CCCC1	-0.7%	.
COc1cccc(CN2CCN(Cc3ccc4c(c3)OCCO4)CC2CCO)c1 (stereo not drawn)	2.6%	0.8
COc1ccc(-c2nnn(CC(=O)OC3CCCCC3)n2)cc1OC	2.6%	-6.0
CCCCN=C1CC(C)(C)CC(=O)/C1=C(/O)CCCN1C(=O)c2ccccc2C1=O	-2.4%	.
COc1ccccc1NC(=O)CSc1nc(N)c(C#N)cc1C#N	-1.3%	58.2
CCc1cc2c(=O)n(C(C)C(=O)OC3CCCCC3)cnc2s1 (stereo not drawn)	0.9%	3.0
CC(C)c1[nH]nc2c1C(c1cccnc1)C(C#N)=C(N)O2 (stereo not drawn)	-1.9%	25.9
CCN1CCN(CC(=O)Nc2cccc(C)c2C)C(=O)C1=O	2.9%	6.5
CC1(C)CC(N2CCCC2)=CC(=[N+]2CCCCCC2)C1	-5.8%	12.3
Cc1cc2nc(CCl)cc(=O)n2[nH]1	-2.2%	.
Cc1c(C)n(C)c2ccc(C(=O)Nc3cccc4ccccc34)cc12	-3.5%	.

Further compounds.
mol	GlmU inhibition	RmlCD inh 1536
COc1cc(OC)cc(C(=O)NCc2cccnc2)c1	-1.5%	-7.1
Cc1ccc(S(=O)(=O)NCc2ccncc2)cc1	-2.8%	-263.2
N#C/C(=C(\O)Cc1ccccc1)c1nc2ccccc2[nH]1	2.8%	.
CC(C)n1c(-c2ccco2)csc1=Nc1cccnc1	5.5%	-2.9
COc1cccc(-c2nc(-c3ccc(NC(=O)c4ccncc4)cc3)no2)c1	-3.6%	.
O=C(NNC(=O)C1C2CCC(C2)C1C(=O)O)c1cccc(Cl)c1 (stereo not drawn)	4.1%	-8.5
CC1CN(C(=O)COc2ncnc3ccccc23)CC(C)O1 (stereo not drawn)	-3.5%	.
CCOC(=O)CCCNc1ccc([N+](=O)[O-])cc1[N+](=O)[O-]	-1.5%	11.8
CCn1cc(-c2ccnc3cc(C(=O)O)nn23)c(C)n1	-5.6%	8.1
CCC1Oc2ccccc2N(CC(=O)NCCc2ccc(OC)c(OC)c2)C1=O (stereo not drawn)	-2.8%	.
O=C(Nc1cccc(Cl)c1)N1CCN(Cc2ccccc2)CC1	0.7%	7.6
COc1cc(CN2CCNC(=O)C2CC(=O)N2CCCCO2)cc(OC)c1 (stereo not drawn)	1.3%	.
O=C(NCc1ccc(Cl)cc1)c1ccc(CSc2nc3ccncc3[nH]2)cc1	-8.0%	5.8
CCCNC(=S)N1CCC(NC(=O)C2CCCCC2)CC1	-0.6%	.
CC(C)c1ccc(NC(=O)COc2ccccn2)cc1	-1.7%	4.2
C=CCSc1nnc(CNC(=O)c2ccc(Cl)cc2)n1CC	0.0%	-9.7
COC(=O)Cc1ccc(NC(=S)N2CCN(c3ccc(OC)cc3)CC2)cc1	-3.3%	7.2
Cc1nnc(NC(=O)c2ccco2)s1	0.3%	5.0
Cc1nc([N+](=O)[O-])cn1CC(O)c1ccc(-c2ccccc2)cc1 (stereo not drawn)	-4.2%	-6.8
CCn1c(N)c(C(=O)NC2CCCCC2)sc1=S	0.9%	.
Cc1ccccc1NC(=O)CCCSc1nc2ccccc2s1	-10.2%	.
O=C(CSc1n[nH]c(=O)[nH]c1=O)NCC1CCCCC1	7.5%	.
O=C(CNC(=O)c1ccccc1)NCC(=O)OCc1ccccc1Cl	-2.9%	-0.4
Cc1ccc(OCC(=O)N(Cc2ccccc2)c2ccccn2)cc1	-5.4%	-12.4
Cc1c(N2C(=O)C(C)SC23C(=O)Nc2ccccc23)c(=O)n(-c2ccccc2)n1C (stereo not drawn)	3.5%	.
CCCCc1ccc(C2C3=C(CC(C)(C)CC3=O)NC3=C2C(=O)c2ccccc23)cc1 (stereo not drawn)	1.5%	5.3
CN(CCC#N)C(=O)COC(=O)c1c2c(nc3ccccc13)/C(=C/c1ccco1)CC2	11.3%	10.7
COc1ccc2[nH]c(C(=O)O)c(NC(=O)c3ccccc3[N+](=O)[O-])c2c1	0.5%	-0.5
Cc1ccccc1CNC(=O)c1ccc(CSCc2ccccc2)cc1	2.6%	9.9
CC1(C)C2CCC(C2)C1(C)NC(=O)CNCC1CCCCC1 (stereo not drawn)	-4.1%	-5.7

Look-ups from above.
Value for CN(CCC#N)C(=O)COC(=O)c1c2c(nc3ccccc13)/C(=C/c1ccco1)CC2 in RmlCD inh 1536: 10.7
Value for Cc1ccc(N(C)C(=O)N2CCN(S(=O)(=O)c3c(C)cc(C)cc3C)CC2)cc1 in RmlCD inh 1536: -5.5
Value for CCc1cc2c(=O)n(C(C)C(=O)OC3CCCCC3)cnc2s1 (stereo not drawn) in RmlCD inh 1536: 3.0

(listing goes on)
mol	GlmU inhibition	RmlCD inh 1536
COC(=O)CSc1nnc(-c2cnccn2)n1C	2.4%	13.3
COc1ccccc1CNc1nc(S(=O)(=O)c2ccccc2)c(Cl)s1	0.2%	.
COc1ccc(CNC(=O)CN(CC2CCCO2)C(=O)CNS(=O)(=O)c2ccccc2)cc1 (stereo not drawn)	8.6%&-2.2%	.
O=C(CN1N=C(C(F)(F)F)CC1(O)c1ccc([N+](=O)[O-])cc1)c1ccccc1 (stereo not drawn)	3.2%	11.8
O=C(c1ccc(O)cc1)c1ccc(C(=O)c2ccc(O)cc2)cc1	-1.7%	-3.3
Cc1nc2ccc(-c3nc4ccccc4o3)cc2[nH]1	-4.1%	3.0
C=CCOC(=O)c1c(C)nc2cc3c(cc2c1C)OCO3	-3.4%	8.5
COC(=O)C1CSC(C(=O)OC)N1C(=O)Nc1ccc(Cl)cc1 (stereo not drawn)	0.3%	4.5
CC1CC(C)C[N+](=C2C=C(N3CCCC3)CC(C)(C)C2)C1 (stereo not drawn)	3.8%	1.5
COc1ccc(CCN2C(=O)C3C4C=CC(C4)C3C2=O)cc1OC (stereo not drawn)	3.5%	4.2
COc1ccccc1C(=O)NCCn1cc(SCC(=O)Nc2nnc(C)s2)c2ccccc21	-1.2%	.
O=C(Nc1ccc(F)c(F)c1)c1ccc2c(c1)OCO2	5.6%	.
COc1ccc(C(c2c[nH]c3ccccc23)c2c[nH]c3ccccc23)cc1O	4.4%	-9.2
O=C1CC(c2ccc(Cl)cc2)CC(O)=C1C=NCc1ccc(Cl)c(Cl)c1 (stereo not drawn)	3.2%	-17.4
COc1cc(C(=O)NC(C)c2cnn(-c3ccccc3C)c2C)cc(OC)c1OC (stereo not drawn)	-5.4%	5.4
CCn1c(SCC(=O)Nc2ccccc2F)nc2c(c1=O)SC(C)C2 (stereo not drawn)	1.1%	0.3
CC(C)(C)c1ccc(C(=O)Nc2ccc(O)c3c(=O)cc(-c4ccccc4Cl)oc23)cc1	6.7%	5.4
O=C(Nc1ccc(Br)cc1)N1CCCCCCC1	-2.5%	-0.4
COCCNC(=O)c1c[nH]n2c(=O)cc(C3CCN(C(=O)OC(C)(C)C)CC3)nc12	4.3%	1.4
Cc1ccc(-c2nn(C)c(=O)c3ccccc23)cc1S(=O)(=O)N1CCOCC1	1.6%	7.1
Clc1ccc(SCCCN2CCCCC2)cc1	-4.8%	.
O=C(Cc1n[nH]c(=O)c2ccccc12)OCC(=O)c1ccc2c(c1)OCCO2	3.4%	103.8
CC(C)(CNC(=O)c1ccc(Cl)c(S(=O)(=O)N2CCc3ccccc3C2)c1)N1CCOCC1	-8.0%	-12.9
CCNC1CCS(=O)(=O)C1 (stereo not drawn)	2.3%	4.9
CC1CCCCN1Cc1c(O)ccc2c(=O)c(-c3nc4ccccc4s3)coc12 (stereo not drawn)	3.9%	-6.6
COc1ccc(C2C(C(=O)Nc3cccc(C)n3)CCC(=O)N2c2ccc(OC)cc2)cc1 (stereo not drawn)	-3.1%	.
COc1cccc(CN2CCNC(=O)C2CC(=O)O)c1OC (stereo not drawn)	1.7%	.
C/C(CS(=O)(=O)c1ccccc1)=N\O	-6.5%	5.4
O=c1ccc(OCCOc2ccccc2)nn1-c1ccccc1	1.0%	.
COc1ccc(-c2c([C@H]3[C@H]4C=CC[C@@H](C)[C@@H]4C(=O)N3Cc3ccccc3)ccc3ccccc23)cc1OC	1.8%	-7.9

Four records picked at random from the list so far:
mol	GlmU inhibition	RmlCD inh 1536
O=C(Nc1ccc(Br)cc1)N1CCCCCCC1	-2.5%	-0.4
COC(=O)C1CSC(C(=O)OC)N1C(=O)Nc1ccc(Cl)cc1 (stereo not drawn)	0.3%	4.5
COc1ccc(CNC(=O)CN(CC2CCCO2)C(=O)CNS(=O)(=O)c2ccccc2)cc1 (stereo not drawn)	8.6%&-2.2%	.
COC(=O)CSc1nnc(-c2cnccn2)n1C	2.4%	13.3

(continued)
mol	GlmU inhibition	RmlCD inh 1536
c1ccc(C2=Nc3cccnc3C(c3ccccc3)=NN2)cc1	-0.7%	-9.0
COc1ccc(CCNC(=O)c2cc3sccc3n2C)cc1OC	0.8%	13.6
CCOC(=O)c1c(NC(=O)COC)sc2c1CCCC2	1.1%	.
O=C(O)CCC(=O)Nc1cccc(C(=O)c2ccccc2)c1	7.3%	.
O=C(OCCN1CCCCC1)c1ccc(Cl)cc1	-0.6%	.
COc1ccc(-c2nc(NC(C)=O)sc2-c2ccc(OC)cc2)cc1	-0.8%	6.6
CN1CCc2nc(SCc3cccc(Br)c3)c(C#N)cc2C1	13.0%*	-40.8
COc1ccc(Cl)cc1NC(=S)N(CCN1CCOCC1)C1CCN(C(C)=O)CC1	6.2%	2.1
CCOP(=O)(OCC)C(NC(=O)c1ccc(C)cc1)=C(Cl)Cl	-3.0%	.
CNC(=O)c1csc(-c2cccs2)n1	1.8%	5.8
CNC(=S)NNC(=O)c1sc2cc(C(F)(F)F)cnc2c1-c1ccccn1	-0.7%	-11.4
Cc1cc(NC(=O)CSc2nnc(C3CC3)n2Cc2ccccc2)no1	-3.4%	3.5
CN(Cc1ccc(F)cc1)C(=O)CCc1nnc(-c2ccccc2)o1	2.2%	.
Cc1c(NC(=O)/C=C/c2ccc(S(=O)(=O)N3CCOCC3)cc2)c(=O)n(-c2ccccc2)n1C	2.3%	1.2
C(=C\c1ccccc1)/CNCC1CCCO1 (stereo not drawn)	1.6%	.
COc1ccc(-c2noc(CSc3nc(N)cc(=O)[nH]3)n2)cc1	2.9%	6.9
CCCCNC(=O)CCCCCNS(=O)(=O)c1ccc(Br)cc1	-0.1%	-14.5
CCOC(=O)C1=C(C)NC2=C(C(=O)C(C(=O)OCC)C(c3cccc(OC)c3)C2)C1c1ccccn1 (stereo not drawn)	-6.7%	.
CC(=O)/C(=C\N(C)C)Sc1ccc(Cl)cc1	-5.8%	-2.1
COc1ccc(NC(=S)Nc2ccc(OC(F)F)cc2)cn1	-4.5%	-4.7
Cc1ccc(NC(=O)Cn2cnc3c(cnn3C(C)(C)C)c2=O)cc1	1.1%	.
COCCn1c(N2CCN(c3ccc(OC)cc3)CC2)nc2c1c(=O)[nH]c(=O)n2C	6.5%	.
Cc1c(NC(=O)c2ccccc2N(C)S(=O)(=O)c2ccccc2)c(=O)n(-c2ccccc2)n1C	4.2%	.
COC(=O)c1ccc(C)c(NC(=O)Cc2coc3cc(OC)ccc23)c1	7.5%	-7.8
COc1coc(/C=C/C(=O)O)cc1=O	0.8%	-6.4
CCN(CC)S(=O)(=O)c1ccc(OC)nc1	-2.5%	17.6
CC1(C)Cc2c(C#N)c(N3CCCC3)nc(-c3ccco3)c2CO1	1.6%	.
COc1ccc(/C=N/n2c(=S)n(C)c3ccccc32)cc1OC	-2.0%	-8.4

Some of these compounds in order of molecular weight, lowest first.
mol	GlmU inhibition	RmlCD inh 1536
CCOC(=O)CCCNc1ccc([N+](=O)[O-])cc1[N+](=O)[O-]	-1.5%	11.8
CC(=O)OC1OCCOC1NC(=S)Nc1cccc(C(F)(F)F)c1 (stereo not drawn)	1.3%	5.2
O=C(Cc1n[nH]c(=O)c2ccccc12)OCC(=O)c1ccc2c(c1)OCCO2	3.4%	103.8

Not all compounds are listed; rates above refer to the full screens.
